LNCaP diff act – promotes differentiation of LNCaP prostate cells; flow cytometry side scatter, 4 d; AID 795; 24,000 tested, 0.56% active; side scatter shift, % at 10 µM;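 active = side scatter shift above 30%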;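 also: androgen-responsive LNCaP prostate cancer cells in charcoal-stripped serum medium; percent of cells past a gate set so DMSO wells show 10% shift; higher shift means more granular cells and more differentiation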
Jurkat autofluor – compound fluoresces in Jurkat cells, VLA-4 screen interference; compound autofluorescence, flow cytometry; stronger effect = higher value; 1 = vehicle-only cell background; fluorescence ratio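 (tested at 10 µM compound in the well)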; 24,000 tested, 0.61% active;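 active = fluorescence ratio above 2.44, which is 1 plus 3 SD of all ratios; inconclusive = signal too bright to measure linearly, ratio around 10 or more; inactive = fluorescence ratio below 2.44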;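 also: green fluorescence of cells measured with 488 nm excitation and 530 nm emission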
VLA-4 agonist – allosterically activates the human VLA-4 integrin | P13612 | 24,000 tested, under 10 active | Jurkat cells, LDV-FITC binding, flow cytometry | activation, % at 10 µM (by protocol);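 active = fluorescent ligand binding to cells raised by more than 40% of the manganese-induced maximum; inconclusive = compound's own fluorescence above 85% of the ligand control signal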;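 also: 0% = ligand binding without compound and 100% = manganese-stimulated maximal binding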
Target sequence (P13612 whole entry, looked up): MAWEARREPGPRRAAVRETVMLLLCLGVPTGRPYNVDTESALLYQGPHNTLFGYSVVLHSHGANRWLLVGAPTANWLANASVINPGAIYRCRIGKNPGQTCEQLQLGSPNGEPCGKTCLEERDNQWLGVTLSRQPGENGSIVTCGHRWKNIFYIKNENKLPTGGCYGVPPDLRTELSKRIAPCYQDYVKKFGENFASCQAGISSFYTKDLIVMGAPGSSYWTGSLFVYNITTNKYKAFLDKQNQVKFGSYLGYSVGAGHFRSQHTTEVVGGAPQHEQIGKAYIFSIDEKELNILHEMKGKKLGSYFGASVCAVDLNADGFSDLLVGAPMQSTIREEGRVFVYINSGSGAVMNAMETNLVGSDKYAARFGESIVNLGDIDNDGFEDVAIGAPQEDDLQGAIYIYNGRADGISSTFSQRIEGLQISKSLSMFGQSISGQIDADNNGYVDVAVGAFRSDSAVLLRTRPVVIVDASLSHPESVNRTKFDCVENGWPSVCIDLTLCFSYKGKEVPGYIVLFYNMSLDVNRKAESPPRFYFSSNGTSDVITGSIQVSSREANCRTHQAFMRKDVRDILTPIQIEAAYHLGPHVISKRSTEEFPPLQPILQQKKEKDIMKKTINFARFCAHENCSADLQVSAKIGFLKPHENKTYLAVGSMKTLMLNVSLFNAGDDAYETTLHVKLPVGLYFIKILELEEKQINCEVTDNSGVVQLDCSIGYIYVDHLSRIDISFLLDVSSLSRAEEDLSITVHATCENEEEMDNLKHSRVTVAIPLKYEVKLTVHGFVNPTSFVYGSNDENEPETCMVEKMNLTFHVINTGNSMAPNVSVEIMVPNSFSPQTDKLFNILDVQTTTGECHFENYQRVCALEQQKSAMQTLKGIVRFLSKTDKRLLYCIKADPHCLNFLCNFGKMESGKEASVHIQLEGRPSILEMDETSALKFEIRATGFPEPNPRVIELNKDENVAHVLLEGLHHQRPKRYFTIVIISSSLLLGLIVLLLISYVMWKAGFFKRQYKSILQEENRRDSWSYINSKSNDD
VLA-4 antagonist – blocks LDV-FITC ligand binding to Mn2+-activated human VLA-4 integrin; P13612; Jurkat cells, LDV-FITC binding with Mn2+, flow cytometry; 100% = Mn2+-driven binding gain fully reversed; AID 529; 24,000 tested, 0.2% active; inhibition, % at 10 µM (by protocol);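 active = inhibition above 50%; inconclusive = compound itself fluorescent, judged against control cell fluorescence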;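 also: 0% = Mn2+ stimulated cells lacking compound and 100% = ligand binding without Mn2+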
The depositor's hits bear a star; ? = inconclusive; . = no result given. These rows are one share of the data; the hit share may differ from the screen's.

| entry | SMILES | LNCaP diff act | Jurkat autofluor | VLA-4 agonist | VLA-4 antagonist |
| --- | --- | --- | --- | --- | --- |
| 1 | COc1ccc(CCn2c(=O)[nH]c3cc(C(=O)NCCCN4CCOCC4)ccc3c2=O)cc1OC | 7 | 1.1 | 3 | -37 |
| 2 | CN(C(=O)CSc1nc2c(c(=O)[nH]1)CCCC2)C1CCCCC1 | 9 | 1.1 | ? | ? |
| 3 | Cc1ccc(NC(=O)CCn2cccc2)cc1Cl | 9 | 1.1 | 2 | 9 |
| 4 | ON1C2CCCCC2N(O)C1c1c(F)c(F)c(F)c(F)c1F (stereo not drawn) | 6 | 0.91 | 1 | -6 |
| 5 | CC(C)c1ccc(S(=O)(=O)N2CCN(C(=O)c3cccc(F)c3)CC2)cc1 | 5 | 1 | 2 | -13 |
| 6 | CCCCOc1ccc(-c2ncc(C(=O)OCC)c(N)n2)cc1 | 21 | 1 | 5 | -10 |
| 7 | COc1ccccc1N1CC(C(=O)Nc2cccc(C(=O)O)c2)CC1=O (stereo not drawn) | 7 | 1.1 | 8 | -16 |
| 8 | Cc1c2cnn(-c3ccccc3)c(=O)c2c(C)n1CCCC(=O)N1CCN(c2ncccn2)CC1 | 23 | 0.97 | -2 | 22 |
| 9 | CCOC(=O)c1cc(NC(=O)SCC(=O)O)c(C)nc1C | 4 | 1 | -6 | -16 |
| 10 | Cc1nc(NC2=NCN(CCCN3CCOCC3)CN2)nc2c(C)cccc12 | 6 | 1.1 | 2 | -32 |
| 11 | CCn1c(SCC(=O)C(C)(C)C)nnc1-c1cnccn1 | 9 | 1 | 8 | -11 |
| 12 | O=C(NCCCN1CCOCC1)c1cc2c(s1)CSC2 | . | 0.98 | 4 | -23 |

Sorted by formula weight (lowest first): 7 of the compounds above.
| entry | SMILES | LNCaP diff act | Jurkat autofluor | VLA-4 agonist | VLA-4 antagonist |
| --- | --- | --- | --- | --- | --- |
| 3 | Cc1ccc(NC(=O)CCn2cccc2)cc1Cl | 9 | 1.1 | 2 | 9 |
| 11 | CCn1c(SCC(=O)C(C)(C)C)nnc1-c1cnccn1 | 9 | 1 | 8 | -11 |
| 12 | O=C(NCCCN1CCOCC1)c1cc2c(s1)CSC2 | . | 0.98 | 4 | -23 |
| 6 | CCCCOc1ccc(-c2ncc(C(=O)OCC)c(N)n2)cc1 | 21 | 1 | 5 | -10 |
| 4 | ON1C2CCCCC2N(O)C1c1c(F)c(F)c(F)c(F)c1F (stereo not drawn) | 6 | 0.91 | 1 | -6 |
| 7 | COc1ccccc1N1CC(C(=O)Nc2cccc(C(=O)O)c2)CC1=O (stereo not drawn) | 7 | 1.1 | 8 | -16 |
| 8 | Cc1c2cnn(-c3ccccc3)c(=O)c2c(C)n1CCCC(=O)N1CCN(c2ncccn2)CC1 | 23 | 0.97 | -2 | 22 |

Remaining list, next part:
| entry | SMILES | LNCaP diff act | Jurkat autofluor | VLA-4 agonist | VLA-4 antagonist |
| --- | --- | --- | --- | --- | --- |
| 13 | CC1CCCC(NC(=O)C2CCN(S(=O)(=O)N3CCOCC3)CC2)C1C (stereo not drawn) | 15 | 0.95 | 13 | -12 |
| 14 | CC(NC(=O)OCc1ccccc1)C(=O)N1CC(O)CC1C(=O)O (stereo not drawn) | 17 | 0.98 | -3 | -3 |
| 15 | O=C(CSc1nnc(CNC(=O)c2cccs2)o1)Nc1cccc(C(F)(F)F)c1 | 3 | 1 | -2 | -4 |
| 16 | COc1ccc(C)cc1NC(=O)c1cc2cc3ccc(C)cc3nc2o1 | 4 | 1 | 1 | -13 |
| 17 | COC(=O)c1cc2sc(Cl)cc2n1CC(=O)N1CCCc2ccccc21 | 5 | 1.3 | ? | ? |
| 18 | COc1ccc(S(=O)(=O)NCc2ccc3c(c2)OCO3)cc1C(=O)O | 7 | 0.95 | -2 | -6 |
| 19 | CCc1ccccc1N=C1SCC(=O)N1C | 2 | 1 | 0 | -8 |
| 20 | c1ccc2c(c1)CCCC2C1=NCCN1 (stereo not drawn) | 3 | 1 | -4 | -24 |
| 21 | CCc1ccc2nc(NC3=NCN(CCOC)CN3)nc(C)c2c1 | 5 | 1.6 | ? | ? |
| 22 | CC1(C)OC(=O)C(=CNc2cccc(C(=O)O)c2)C(=O)O1 | 8 | 1 | -2 | -7 |
| 23 | CCN(CCNC(=O)C1CCN(S(C)(=O)=O)CC1)c1ccccc1 | 5 | 1.1 | -1 | -3 |
| 24 | CCCn1c(C)nc2c(c1=O)c1nc3ccccc3nc1n2CCc1ccccc1 | 7 | 1.1 | -6 | -8 |
| 25 | CCn1c(-c2cc(Br)ccc2O)n[nH]c1=S | 5 | 1.1 | -1 | 3 |
| 26 | C=CCn1c(SCC(=O)Nc2ccccc2OC)nnc1-c1ccccn1 | 9 | 1 | 0 | -21 |
| 27 | CCCC12CN3CC(C)(CN(C1)C31CCCCC1)C2=O | 1 | 1 | -1 | -25 |
| 28 | Cc1cc2c(c(=O)n1CCN(C)C)C(c1ccncc1)C(C#N)=C(N)O2 (stereo not drawn) | 13 | 1 | 0 | -25 |
| 29 | COc1ccc(C2c3sc(=O)[nH]c3SC3C4CCC(C4)C23)cc1 (stereo not drawn) | 5 | 1.1 | 4 | -3 |
| 30 | CCOC(=O)N1CCN(C(=O)CS(=O)(=O)c2cn(Cc3cccc(F)c3)c3ccccc23)CC1 | 5 | 1.1 | ? | ? |
| 31 | CCc1c(C)sc(NC(=O)c2cc(-c3cc(OC)ccc3OC)on2)c1C#N | 21 | 0.97 | 1 | 1 |
| 32 | Cc1ccc(C)c(N2CCN(CCCNC(=O)Cn3cc4c(n3)CCCCC4)CC2)c1 | 9 | 1.2 | -1 | 2 |
| 33 | COc1cccc(-c2cc(C(=O)Nc3cnn(Cc4ccccc4C)c3)no2)c1 | 2 | 0.98 | 4 | -11 |
| 34 | O=C(c1cccc(F)c1)N1CCc2ccccc21 | 6 | 1.1 | ? | ? |
| 35 | COc1ccc(NC(=O)CSc2nccn2-c2ccccc2)c(OC)c1 | 1 | 0.91 | 4 | -13 |
| 36 | CCCCNC(=O)OC(C)CNC(=O)Oc1cccc(C)c1 (stereo not drawn) | 5 | 0.98 | -3 | -19 |

Compounds shown so far that have a Cl atom, in the order listed:
| entry | SMILES | LNCaP diff act | Jurkat autofluor | VLA-4 agonist | VLA-4 antagonist |
| --- | --- | --- | --- | --- | --- |
| 3 | Cc1ccc(NC(=O)CCn2cccc2)cc1Cl | 9 | 1.1 | 2 | 9 |
| 17 | COC(=O)c1cc2sc(Cl)cc2n1CC(=O)N1CCCc2ccccc21 | 5 | 1.3 | ? | ? |

Continuation:
| entry | SMILES | LNCaP diff act | Jurkat autofluor | VLA-4 agonist | VLA-4 antagonist |
| --- | --- | --- | --- | --- | --- |
| 37 | CCOC(=O)CNC(=O)Nc1ccccc1C(=O)OC | 5 | 1 | 2 | -12 |
| 38 | CCN1C(=O)c2ccccc2S(=O)c2ccc(C(=O)N3CCCCCC3)cc21 (stereo not drawn) | 7 | 0.98 | 4 | 16 |
| 39 | CC1CC(C)CN(S(=O)(=O)c2ccc3c(c2)oc(=O)n3CC(=O)N2CCOCC2)C1 (stereo not drawn) | 5 | 0.8 | ? | ? |
| 40 | CCCn1c2ccccc2c2cc(C(=O)O)ccc21 | 5 | 1.1 | -4 | -15 |
| 41 | COc1ccc(OC)c(NC(=O)CCCN2C(=O)C3C4C=CC(C4)C3C2=O)c1 (stereo not drawn) | 16 | 1.1 | 0 | -37 |
| 42 | COc1ccc(CC(=O)Nc2ccc(-c3noc(COc4ccccc4C)n3)cc2)cc1 | 23 | 1.1 | -6 | 4 |
| 43 | Nc1nc(SCc2ccc(Cl)cc2Cl)n[nH]1 | 7 | 1 | -8 | 0 |
| 44 | CCCN(CCC)c1nc2ccccc2n2c(C)nnc12 | 9 | 1.1 | -18 | 6 |
| 45 | CC(=O)c1c(C)[nH]c(C(=O)N2CCN(c3ncccn3)CC2)c1C | 11 | 1 | 2 | -2 |
| 46 | COC(=O)c1ccc2c(c1)N(Cc1nc(-c3cccc(C)c3)oc1C)C(=O)C1CCCN21 (stereo not drawn) | 11 | 1.1 | ? | ? |
| 47 | Cc1ccc(C(=O)c2nocc2C(=O)c2cccs2)cc1 | 13 | 1.1 | -4 | 24 |
| 48 | CCCC(=O)NCCc1cc2ccc(OC)cc2[nH]c1=O | 12 | 1 | -5 | -5 |
| 49 | CC1(C)NC(=O)N(CC(O)COc2ccc(-c3ccccc3)cc2)C1=O (stereo not drawn) | 2 | 1.1 | 2 | -15 |
| 50 | COc1ccc(CCNC(=O)COc2ccc(S(=O)(=O)N3CCOCC3)cc2)cc1 | 7 | 0.99 | -6 | 11 |
| 51 | COc1ccccc1NC(=O)C1=C(C)Nc2nc(-c3cccs3)nn2C1c1cccc(O)c1 (stereo not drawn) | 6 | 1.1 | -1 | 1 |
| 52 | O=C(Nc1ccc(Br)cc1F)c1ccc2c(c1)N(Cc1ccccc1)C(=O)CS2=O (stereo not drawn) | 4 | 1.1 | -3 | 3 |
| 53 | CC1(C)CC(=O)C(C=Nc2ccncc2)=C(O)C1 | 11 | 1.1 | -1 | -2 |
| 54 | COc1ccccc1C(=O)N1CCN(C(=O)c2ccncc2)CC1 | 14 | 1.1 | 4 | -10 |
| 55 | COc1cccc(NS(=O)(=O)c2ccc(Br)s2)c1 | 12 | 2.9* | ? | ? |
| 56 | CC(C)Cn1c(=O)c(C(=O)NCc2ccccn2)c(O)c2ccccc21 | 15 | 1.1 | -9 | 1 |
| 57 | CCOC(=O)CC(=O)Nc1cc(Cl)ccc1O | 0 | 1 | 3 | -3 |
| 58 | COC(=O)c1cc(NC2c3ccccc3C(=O)N2CCN2CCOCC2)cc(C(=O)OC)c1 (stereo not drawn) | 13 | 0.84 | 10 | -1 |
| 59 | COc1cc(OC)cc(-n2nnnc2SCC(=O)N2CCCC2)c1 | 18 | 1 | 2 | 3 |
| 60 | Cc1cccc(N2CCN(C(=O)c3cn(C)c(=O)c4c3c3ccccc3n4C)CC2)c1C | 11 | 1.1 | 5 | -11 |
| 61 | CS(=O)(=O)N1CCc2cc(S(=O)(=O)Nc3ccc4oc5c(c4c3)CCCC5)ccc21 | 5 | 0.93 | 2 | -12 |
| 62 | COc1cccc(NC(=O)CN2CCN(c3ccccc3F)CC2)c1 | 3 | 1 | 4 | -18 |
| 63 | COc1ccc(CC(=O)Nc2c3c(nn2-c2ccccc2C)CS(=O)C3)cc1 (stereo not drawn) | 15 | 0.95 | 4 | 12 |
| 64 | CN(CC(=O)NCCN1CCCCCC1)S(=O)(=O)c1cccc2nsnc12 | 6 | 0.99 | 3 | -10 |
| 65 | COc1cccc(C(=O)Nc2ccc3nc(N4CCOCC4)cc(C)c3c2)c1 | 9 | 1.1 | -2 | -5 |
| 66 | COc1ccccc1NC(=O)c1oc2ccccc2c1NC(=O)c1ccco1 | 6 | 1.1 | 4 | 1 |
| 67 | Cc1ccc(-c2nc(=S)c3c(n2Cc2ccco2)CCCC3)cc1 | 24 | 1.1 | -20 | 25 |
| 68 | CCOC(=O)CSC1=C(C#N)C(c2ccc(F)cc2)C(C(C)=O)=C(C)N1 (stereo not drawn) | 14 | 1 | -1 | 10 |
| 69 | COc1cc(C(=O)NCCC(=O)NCCN2CCCCCC2)cc(OC)c1OC | 5 | 1 | -2 | 3 |
| 70 | COc1ccc2nc(NC(=O)C(NS(=O)(=O)c3cccs3)C(C)C)sc2c1 (stereo not drawn) | 19 | 1.1 | -1 | 12 |
| 71 | Nn1c(CSc2nc3ccccc3o2)nnc1CSc1nc2ccccc2o1 | 8 | 1.1 | -9 | 10 |
| 72 | N#CC1=C(N)Oc2n[nH]c(-c3ccc(F)cc3)c2C1c1cccnc1 (stereo not drawn) | 5 | 1.1 | -5 | 17 |
| 73 | O=C(NCCCN1CCN(C2CCCCC2)CC1)Nc1ccccc1C(F)(F)F | 3 | 1.1 | -2 | -4 |
| 74 | Cc1ccc(NC(=O)c2ccccc2F)nc1 | 3 | 1 | 6 | -26 |
| 75 | Cc1ccc(S(=O)(=O)N2CCN(S(C)(=O)=O)C2c2ccccc2)cc1 (stereo not drawn) | 6 | 1 | 0 | 0 |
| 76 | CCC1Oc2ccc(Cl)cc2N(CC(=O)O)C1=O (stereo not drawn) | 2 | 1 | 2 | -14 |
| 77 | COc1ccccc1S(=O)Cc1ccc(C(=O)NCCc2ccc(Cl)cc2)o1 (stereo not drawn) | 16 | 0.76 | ? | ? |
| 78 | CCS(=O)(=O)NCc1ccc2[nH]c3c(c2c1)CCCC3 | 10 | 1.2 | 1 | -7 |
| 79 | Cc1cccc(-n2nc3c(c2NC(=O)c2ccc(Br)o2)CSC3)c1C | 8 | 0.97 | 1 | 8 |
| 80 | O=C(CCCNS(=O)(=O)c1cccc2nsnc12)N1CCCCC1 | 7 | 0.99 | 4 | -13 |
| 81 | CCOC(=O)N1CCC(N2C(=O)c3ccccc3C2Nc2cc(OC)c(OC)c(OC)c2)CC1 (stereo not drawn) | 7 | 1.2 | 1 | -8 |
| 82 | COc1ccc(C2=Nn3c(nnc3-c3ccccc3)SC2)cc1OC | 8 | 1 | 4 | -12 |
| 83 | Cc1ccc(C(C(=O)NC2CCCCC2)N2CCOCC2)cc1 (stereo not drawn) | 5 | 1 | 2 | -9 |
| 84 | CCCCSC1=C(C#N)C(c2ccccc2C)C(C(=O)OCC)C(=O)N1 (stereo not drawn) | 8 | 0.9 | 8 | 8 |

Screening results deposited in PubChem BioAssay by NMMLSC.
